PPARg SRC-1 ag: PPARgamma agonists recruiting SRC-1 coactivator, primary screen, biochemical; Peroxisome proliferator-activated receptor gamma (Homo sapiens), P37231; PPARgamma-SRC-1 coactivator recruitment biochemical assay; activation, % at 8 µM; 200,000 tested, 0.41% active; AID 631, 2007; in the data active means activation above about 19%;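 further: 0% = DMSO and 100% = reference agonist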
TLR4-MyD88 BLA: inhibitors of TLR4-MyD88 association in cells, primary screen, cell-based, HeLa CL3-4, BLA complementation, FRET ratio; HeLa CL3-4 TLR4/MyD88 BLA complementation; 200,000 tested, 0.18% active; inhibition, % at 8.4 µM; Toll-like receptor 4 (Homo sapiens) + Myeloid differentiation primary response protein …; in the data active means inhibition above about 25%;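 further: 0% = vehicle and 100% = reference inhibitor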
TR-FRET SRC-2 ct: TR-FRET signal artefacts, primary screen, artefact control for PPARgamma SRC-2 agonist project, biochemical | TR-FRET ratio at 8 µM | TR-FRET artefact counter-screen; active compounds read high | 200,000 tested, 0.4% active | AID 1049, 2008; in the data active means TR-FRET ratio above about 2000; further: inactives centre near 1500
ROMK mod: ROMK potassium channel modulators, primary screen, cell-based, thallium flux, MLSMR library. 130,000 tested, 2% active. ATP-sensitive inward rectifier potassium channel 1 (Homo sapiens), P48048. AID 1918, 2009. B-score at 10 µM. Tet-inducible ROMK, thallium flux fluorescence; actives lie on both sides;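 active means signal ratio slope over the read window, or its plate-corrected B-score, at least 3 SD from the plate mean, either direction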;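 further: B-score of the F/F0 ratio slope over 7 to 12 s after thallium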
Target sequence (P48048 whole entry, looked up): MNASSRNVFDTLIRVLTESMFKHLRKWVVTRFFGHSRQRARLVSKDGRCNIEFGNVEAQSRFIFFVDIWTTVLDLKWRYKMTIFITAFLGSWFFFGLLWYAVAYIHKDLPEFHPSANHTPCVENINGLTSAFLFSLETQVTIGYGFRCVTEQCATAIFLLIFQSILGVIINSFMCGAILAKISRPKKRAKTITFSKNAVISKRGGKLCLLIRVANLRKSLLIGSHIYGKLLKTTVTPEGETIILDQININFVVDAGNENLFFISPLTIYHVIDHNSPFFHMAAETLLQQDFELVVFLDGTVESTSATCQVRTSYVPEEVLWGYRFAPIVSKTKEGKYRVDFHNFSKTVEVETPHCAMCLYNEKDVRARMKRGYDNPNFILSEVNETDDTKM
PPARg SRC2 recr: agonists of PPARg-SRC-2 recruitment, primary screen, biochemical, HTS | Peroxisome proliferator-activated receptor gamma (Homo sapiens), P37231 | 200,000 tested, 0.34% active | activation, % at 8 µM | AID 1032, 2008 | PPARgamma LBD-SRC-2 recruitment; in the data active means activation above about 22%;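 further: 0% = vehicle and 100% = reference agonist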
Redox H2O2 prof: compounds producing H2O2 with reducing agent – biochemical, NIH compound library profiling, artefact control for MLSCN library redox annotation, primary screen; DTT-dependent redox cycling H2O2, phenol red/HRP absorbance; 100% = 100 µM peroxide control, 0% = buffer; activation, % at 10 µM; 200,000 tested, 0.03% active; AID 878, 2007;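 active means activation of at least 50% relative to the plate's high and low controls in the primary single-dose screen; inactive means activation below 50%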;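 further: compound incubated with DTT at 0.8 mM final as the reducing agent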
PPARg SRC3 recr: PPARgamma agonists recruiting SRC-3 coactivator, primary screen, biochemical; activation, % at 8 µM; 200,000 tested, 0.26% active; Peroxisome proliferator-activated receptor gamma (Homo sapiens), P37231; biochemical PPARgamma/SRC-3 coactivator recruitment assay; in the data active means activation above about 23%;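 further: 0% = DMSO and 100% = reference agonist; some compounds past the cut are filed as inactive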
bIAP inh: bovine intestinal alkaline phosphatase inhibitors, primary screen, selectivity assay for TNAP inhibitor project, biochemical, bovine IAP, CDP-star luminescence | purified bovine IAP, 30 min | alkaline phosphatase, intestinal [Bos taurus] | 190,000 tested, under 10 active | inhibition, % at 20 µM | AID 1019, 2008;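 active means over 50% inhibition of intestinal alkaline phosphatase at 20 µM in the single-dose screen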
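Incubation: 30 min reaction at room temperature / Material: purified bovine intestinal alkaline phosphatase (IAP) enzyme / Input: enzyme at 1/65,000,000 dilution / Dosing: 20 µM single dose / Signal: CDP-star luminescence signal / Reagent: CDP-star chemiluminescent phosphatase substrate, 30 µM final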
Lmaj promast: Leishmania major promastigote growth inhibition, primary screen. Leishmania major promastigotes, resazurin fluorescence viability. inhibition, % at 10 µM. 200,000 tested, 9% active. AID 1063, 2008; in the data active means inhibition above about 50%;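 further: promastigotes grown with compound for 44 hours at 28 °C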
bIAP act: bovine intestinal alkaline phosphatase activators, primary screen, biochemical, bovine IAP, CDP-star luminescence; purified bovine IAP, 30 min; active compounds read high; fold of DMSO-control signal, blank-subtracted; activation factor at 20 µM; 200,000 tested, 0.17% active;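 active means activation factor of 2 or more at 20 µM, a signal rise over negative controls twice the positive control's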
S1P3 antagonist: S1P3 receptor antagonists, primary screen, cell-based | AID 485, 2006 | inhibition, % at 4.98 µM | CHO S1P3 NFAT-BLA reporter, FRET fluorescence, antagonist mode | Sphingosine 1-phosphate receptor 3 (Homo sapiens), Q99500 | 170,000 tested, 0.27% active;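 active means inhibition above the plate cutoff, the mean inhibition of test wells on that plate plus 3 SD, cut at about 28% in these data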;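 further: cells challenged with S1P at its EC80 of 0.8 µM; blue over green emission ratio from cleaved BLA substrate after 4 h stimulation; 0% = S1P-stimulated wells and 100% = unstimulated DMSO-only wells; some compounds past the cut are filed as inactive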
Target sequence (Q99500 whole entry, looked up): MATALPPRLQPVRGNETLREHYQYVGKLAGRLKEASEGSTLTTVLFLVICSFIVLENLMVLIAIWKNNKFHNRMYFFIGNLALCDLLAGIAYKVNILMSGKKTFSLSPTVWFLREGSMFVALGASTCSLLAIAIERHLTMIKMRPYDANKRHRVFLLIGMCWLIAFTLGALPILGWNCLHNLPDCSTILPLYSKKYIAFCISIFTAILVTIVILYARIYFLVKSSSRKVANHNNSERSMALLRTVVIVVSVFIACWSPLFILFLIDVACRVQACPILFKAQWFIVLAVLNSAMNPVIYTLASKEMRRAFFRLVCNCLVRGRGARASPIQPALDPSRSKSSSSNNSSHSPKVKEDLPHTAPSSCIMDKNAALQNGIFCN
* marks the source's active call; other numbers are inactive results; . = no result given. The order is random. Share with any hit: about 11%.

SMILES	PPARg SRC-1 ag	TLR4-MyD88 BLA	TR-FRET SRC-2 ct	ROMK mod	PPARg SRC2 recr	Redox H2O2 prof	PPARg SRC3 recr	bIAP inh	Lmaj promast	bIAP act	S1P3 antagonist
CC(C)N(C(=O)CSc1nnc(NC(=O)c2cccs2)s1)C(C)C	-5	6	1486	0.19	-9	0.7	-3	4	-4	1	.
CCOC(=O)c1sc(NC(=S)NC(=O)c2ccccc2)nc1C	3	-1	1567	1.6	11	-0.7	8	5	-6	1	15
O=C(CN1CCCc2ccccc21)N/N=C/c1ccc(O)cc1O	5	-5	1463	-1.1	3	0.2	3	-3	98*	1	6
CN1CCN(NC(=O)c2cc(S(=O)(=O)N3CCOCC3)c(Cl)cc2Cl)CC1	-2	8	1467	1.7	-3	0.3	3	33	49	0.7	1
O=C1C(Cl)=C(NCC2CCCO2)C(=O)N1c1ccccc1 (stereo not drawn)	-6	-10	1545	.	-6	3.4	-9	6	-10	0.9	-11
Cc1nn(CC2CC2)c(=O)n1-c1ccccc1	8	-4	1465	-0.021	-3	-1.6	-2	-9	-6	1.1	6
O=C(CSc1nccc(=O)[nH]1)N1c2ccccc2CCc2ccccc21	2	9	1432	0.12	4	0.0	3	4	-7	1	-20
CCOC(=O)CSc1nc(N(C)C)nc(N(C)C#N)n1	-2	12	1628	0.35	2	-3.3	2	6	-2	0.9	.
c1coc(CNc2ncnc3nc[nH]c23)c1	4	-2	1650	.	4	0.2	1	-13	-5	1.1	14
CCCn1c(C)cc(C(=O)COC(=O)c2c(C)nn(-c3ccccc3)c2C)c1C	0	20	1613	.	11	0.2	2	-6	2	1.1	.
Cc1ccc(CNC(=O)c2cn(C3CCCCC3)c(=O)c3c2c2ccccc2n3C)o1	-4	3	1363	-2.4	-4	0.3	-2	-19	53*	1.2	.
COC(=O)COc1ccc(S(=O)(=O)NCc2ccco2)cc1Cl	4	1	1548	.	3	2.1	12	12	-1	0.9	5
Cc1cc(=O)[nH]c(SCC(=O)/C=C2\N(C)c3ccccc3C2(C)C)n1	8	8	1612	-0.13	3	-0.1	-2	9	3	0.9	-7
COc1ccc(-c2c(NC(=O)C(C)C)n(C)c3ccccc3c2=O)cc1	2	-19	1606	0.35	6	-0.1	10	15	-3	0.8	.
Cc1ccccc1NC(=O)c1c([N+](=O)[O-])c(C(C)(C)C)nn1C	-2	-4	1508	-0.76	-1	-0.1	-1	-32	4	1.3	-17
Cc1cnccc1CN(C)C(=O)CC1C(=O)NCCN1CC1CCCCC1 (stereo not drawn)	9	-6	1467	.	2	-0.9	2	-3	1	1	-15
Cc1cc[n+](CC(=O)c2cc3ccccc3oc2=O)cc1	-1	-6	1364	-2.5	-3	0.2	-2	10	9	0.9	4
O=C(Cc1c[nH]c2ccccc12)NCc1ccccc1F	-4	2	1549	0.073	-7	-1.1	-2	0	1	1	-13
CCOc1ccc(-c2ccc(SCC(=O)N3CCOCC3)nn2)cc1	8	1	1527	-1.6	6	-1.2	-5	-1	-3	1	-16
COC(=O)C1CCCN1S(=O)(=O)c1ccc2ccccc2c1 (stereo not drawn)	-7	6	1558	.	3	4.7	-8	9	-1	0.9	28
COC(=O)c1ccc(-c2ncc[nH]2)cc1	-5	-1	1722	-0.4	2	0.0	0	-5	-9	1.1	-19
N#Cc1ccc(-c2nnnn2-c2ccc3c(c2)OCO3)cc1	3	-7	1659	.	0	-3.7	2	6	3	0.9	13
CC(=O)C1=C(O)C(=O)N(Cc2ccco2)C1c1ccccc1 (stereo not drawn)	4	5	1605	.	2	-2.5	6	8	-4	0.9	4
Cc1nnc(SCC(=O)NCCOc2ccc(Cl)cc2)n1-c1ccccc1	5	5	1621	-0.51	5	-9.5	-2	-16	-1	1.2	13
CCOC(=O)c1[nH]c(C)c(C(=O)OCCN2C(=O)c3ccccc3C2=O)c1C	-3	-10	1599	.	4	-0.9	4	1	1	1	-4
COc1cc(/C=C/C(=O)OCC(=O)NC(=O)NC(C)C)ccc1OCC#N	6	-3	1552	0.81	-11	-0.1	1	-5	10	1	1
COC(=O)c1sc2ncccc2c1OCc1cccc(Cl)c1	-3	5	1535	.	0	1.8	-4	10	-4	0.9	.
CC1=C(C(=O)OCc2ccccc2)C(c2ccsc2)C(C#N)=C(N)O1 (stereo not drawn)	7	-3	1663	-1.6	8	-0.3	1	-19	-2	1.2	.
Cc1nc(NCCc2ccccc2)c(C#N)c(C)c1[N+](=O)[O-]	5	-6	1506	.	1	-0.1	4	-24	25	1.2	9
C/C(=N\NC(=O)Nc1ccccc1)c1ccc2ccccc2c1	-6	-9	1547	-0.23	1	0.7	-1	25	-1	0.8	-13
CN/C=C1\C(=O)C(C)(C)Oc2ccc3ccc(=O)oc3c21	3	1	1504	.	1	3.2	-5	10	8	0.9	-3
CCCn1c(=O)c2[nH]c(C3CCCC3)nc2n(CCC)c1=O	10	5	1740	.	2	-0.2	0	1	4	1	-10
Cc1nn(-c2ccccn2)c2c1C(c1ccsc1)C1=C(CCCC1=O)N2 (stereo not drawn)	0	-3	1345	-1.4	3	0.3	-1	0	16	1	6
CC(OC(=O)c1nsc(Cl)c1Cl)C(=O)NC(C)(C)C (stereo not drawn)	2	-10	1706	0.084	7	0.4	8	32	-5	0.7	.
CCOc1ccc(NC(=O)NC23CC4CC(CC(C4)C2)C3)cc1	-7	-5	1485	0.0036	4	0.0	-5	0	19	1	2
CCNC(=O)c1ccccc1NC(=O)c1cccc(S(=O)(=O)N2CCOCC2)c1	3	-16	1559	1.1	5	-0.1	-1	8	-1	0.9	-6
O=C(c1ccc(Cl)cc1)C1CCCN(Cc2cccn2-c2ccccn2)C1 (stereo not drawn)	-3	12	1663	.	-2	0.0	2	5	34	0.9	15
COc1ccc(S(=O)(=O)Nc2ccc(C)cc2)cc1N(C)S(=O)(=O)c1ccc(Cl)cc1	-2	-5	1518	0.54	3	-4.1	-5	-2	99*	1	.
Cc1ccccc1OCc1nc(-c2ccc(Br)o2)no1	0	2	1652	.	2	-0.8	11	49	-5	0.5	.
CSc1c(CC(=O)Nc2ccc(F)cc2)n(Cc2ccccc2)c2ccccc12	5	9	1577	.	3	2.5	5	-2	12	1	5
O=C(Cn1c(=O)oc2cc(S(=O)(=O)N3CCCC3)ccc21)N1CCN(c2ccccn2)CC1	8	0	1611	.	-1	-2.7	7	10	100*	0.9	-32
Cc1ccc[n+](CC(=O)c2ccc(NC(=O)c3ccccc3)cc2)c1	9	-7	1628	0.15	8	6.6	-1	8	8	0.9	-6
NC(=O)COc1ccccc1/C=C1/SC(=O)N(CC(=O)N2CCc3ccccc3C2)C1=O	4	-8	1809	-2	13	-4.8	14	-2	95*	1	.
CCOc1ccc(NC(=O)C2CCCN2C(=O)OCc2ccccc2)cc1 (stereo not drawn)	5	-6	1495	.	0	-0.7	-1	-21	-1	1.2	3
Cc1nc2n(n1)CC(O)CS2 (stereo not drawn)	6	7	1435	0.03	-7	1.8	6	7	2	0.9	-5
O=C(COc1ccc(Br)cc1CO)Nc1ccccc1	12	-8	1575	.	2	2.0	3	11	0	0.9	.
CC(=O)OCc1cc(-c2nn(C)c(=O)c3ccccc23)ccc1C	6	2	1611	1.4	6	6.6	6	-2	6	1	-5
CN(C)CC(=O)Nc1ccc2cn[nH]c2c1	14	4	1557	0.33	1	0.1	7	-12	-4	1.1	8
Cc1ccc(C(=O)O/N=C(\N)c2ccc(Br)cc2)cc1	5	11	1585	-1.2	8	0.0	2	13	3	0.9	.
O=C(CCCOc1ccc(Cl)cc1Cl)n1nnc2ccccc21	1	-2	1520	.	1	1.9	-8	10	1	0.9	.

Whole records from above. Order of screens: PPARg SRC-1 ag | TLR4-MyD88 BLA | TR-FRET SRC-2 ct | ROMK mod | PPARg SRC2 recr | Redox H2O2 prof | PPARg SRC3 recr | bIAP inh | Lmaj promast | bIAP act | S1P3 antagonist
`CN(C)CC(=O)Nc1ccc2cn[nH]c2c1` reads 14 | 4 | 1557 | 0.33 | 1 | 0.1 | 7 | -12 | -4 | 1.1 | 8
`CC(=O)OCc1cc(-c2nn(C)c(=O)c3ccccc23)ccc1C` reads 6 | 2 | 1611 | 1.4 | 6 | 6.6 | 6 | -2 | 6 | 1 | -5

Next section
SMILES	PPARg SRC-1 ag	TLR4-MyD88 BLA	TR-FRET SRC-2 ct	ROMK mod	PPARg SRC2 recr	Redox H2O2 prof	PPARg SRC3 recr	bIAP inh	Lmaj promast	bIAP act	S1P3 antagonist
OCCNCCOc1ccccc1-c1ccccc1	8	12	1642	0.063	5	-1.0	9	7	1	0.9	.
COc1ccccc1OCCOCCOc1ccc(C)cc1[N+](=O)[O-]	7	-12	1698	1.6	8	0.0	1	0	55*	1	-12
C[C@@H]1C=C(C(=O)NCc2ccccc2)O[C@H](OCc2ccc(CO)cc2)C1	1	-11	1347	.	-5	0.1	-1	-14	3	1.1	-1
Nc1ccc2c(c1)N1CCN=C1S2	4	16	1592	0.31	11	-0.2	17	6	0	0.9	.
COCCn1c(SCC(=O)Nc2ccc(S(=O)(=O)N3CCOCC3)cc2)nc2ccccc21	-5	-10	1544	0.5	0	-0.3	0	-12	21	1.1	10
Cn1ccnc1Sc1ccc(/C=N/NC(=O)c2ccccc2O)cc1[N+](=O)[O-]	10	-1	1559	0.5	4	-0.2	-3	-4	-6	1	-6
Cc1ccc(-n2nnnc2SCC(=O)NC(=O)Nc2ccc3c(c2)OCCO3)cc1	10	9	1581	.	0	1.8	-5	12	1	0.9	8
O=C(c1ccc2c(c1)OCCO2)N1CCCC(CNS(=O)(=O)c2cccs2)C1 (stereo not drawn)	5	-11	1660	.	-2	0.1	2	-6	-6	1.1	7
O=C(Nc1ccccc1-c1nc2ccccc2o1)c1ccc2c(c1)OCCO2	1	3	1485	.	3	4.0	4	.	-2	.	-44
CC(C)c1nc(SCC(=O)Nc2ccc(N(C)C)cc2)c2ccccc2n1	6	-15	1650	1.4	11	-0.3	4	4	10	1	5
O=C(C1CCCO1)N1CCN(c2ncccn2)CC1 (stereo not drawn)	-3	4	1640	.	4	0.5	-14	-5	0	1.1	19
O=C(CSc1cccc[n+]1[O-])C12CC3CC(CC(C3)C1)C2	4	1	1750	1.1	4	-0.2	0	-28	-7	1.3	-5
Cc1ccc(S(=O)(=O)N2CCN(C(=O)c3nn(C(C)C)c(=O)c4ccccc34)CC2)cc1C	1	6	1347	-1.6	4	0.1	-1	9	6	0.9	.
O=C(NC(=S)Nc1ccc(Cc2ccncc2)cc1)c1ccc(F)cc1	-4	-5	1405	-0.2	5	-3.6	0	23	-1	0.8	-12

High-throughput results (PubChem BioAssay)
